# Screens (PubChem)
# M. tuberculosis HTS: M. tuberculosis growth inhibition, HTS (AID 449762). one-dose inhibition, % at 25 µM; IC50 in µM for titrated hits. M. tuberculosis H37Rv growth inhibition, 7H9 media; higher % means a stronger effect. 0.59% of 330,000 active; in the data active means a potency from the dose series; inconclusive means inhibition above about 70% without an active follow-up result;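 further: bacterial growth assessed after seven days of incubation; strong numbers were not always called active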
# Salmonella PhoP GFP: Inhibition of PhoP regulon, Salmonella typhi GFP reporter cells, confirmation, 4 h (AID 1850); Salmonella Typhi PhoP-promoter GFP reporter, fluorescence, 4 h; higher % means a stronger effect; inhibition, % at 50 µM; hits with a dose series show IC50 in µM; 0.33% of 310,000 active; in the data active means a potency from the dose series; inconclusive means inhibition mostly from about 25% at the one dose, without a potency; inactive means the rest, 99 in 100 with inhibition below about 19%;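 further: 0% = induced wells with vehicle and 100% = uninduced wells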
# VEEV TC-83 Vero: inhibitors of VEEV TC-83 cytopathic effect, confirmation, Vero cells (AID 588727). Vero cells, VEEV TC-83 cytopathic effect inhibition; higher % means a stronger effect. inhibition, % at 20 µM, or IC50 in µM where a hit was titrated. 0.13% of 350,000 active; in the data active means a potency from the dose series; inconclusive means inhibition mostly from about 14% at the one dose, without a potency; inactive means the rest, 99 in 100 with inhibition below about 12%; further: strong numbers were not always called active
# H1N1 NS1A inhibition: H1N1 influenza NS1A inhibitors, functional cell based assay (AID 504329) | NS1A functional cell-based assay, percent inhibition; higher % means a stronger effect | inhibition, % at 12.5 µM, or IC50 in µM where a hit was titrated | 0.3% of 340,000 active; in the data active means a potency from the dose series; inconclusive means inhibition above about 27% without an active follow-up result; further: strong numbers were not always called active
# tuberculosis growth: growth inhibition of non-replicating M. tuberculosis (AID 488890); Mycobacterium tuberculosis non-replicating, growth inhibition; higher % means a stronger effect; inhibition, % at 25 µM, or IC50 in µM where a hit was titrated; 0.39% of 320,000 active; in the data active means a potency from the dose series; inconclusive means inhibition mostly from about 82% at the one dose, without a potency; inactive means the rest, 99 in 100 with inhibition below about 76%;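 further: plate controls were DMSO cells for no effect and high antibiotic wells for full effect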
# VEEV TC-83 Vero 10K pilot screen: recorded beside VEEV TC-83 Vero, whose call it bears; inhibition, %; measured here: 10K pilot screen inhibition
# Active calls of the source: *; i = inactive; u = inconclusive; x = not tested or not shown.
SMILES,M. tuberculosis HTS,Salmonella PhoP GFP,VEEV TC-83 Vero,H1N1 NS1A inhibition,tuberculosis growth,others
CCOC(=O)N1CCN(C(=O)CCSCCc2ccncc2)CC1,-6.9%,-3.3%,0.0%,2.0%,-10.6%,
N#C/C(=C/c1ccc(N2CCOCC2)o1)c1ccc(Cl)cc1,u,11.2%,3.3%,10.5%,33.8%,
COc1ccc(CC(=O)Nc2ccc(C(C)=O)cc2)cc1,3.5%,-13.4%,2.9%,10.7%,12.1%,
O=C(NCC(c1ccco1)N1CCN(c2ccccc2F)CC1)C(=O)NC1CC1 (configuration not stated),1.0%,2.5%,2.9%,-11.4%,12.6%,
COc1ccccc1/C=C1\SC(=S)N(CCC(=O)N2CCN(C)CC2)C1=O,5.0%,3.1%,6.6%,2.7%,55.4%,
COc1ccc(CN2CCN(C(C)C(=O)N(C)Cc3cccc(F)c3)CC2)cc1OC (configuration not stated),2.3%,1.9%,i,-0.3%,-9.6%,
CCN(CC)S(=O)(=O)c1ccc(NC(=O)COc2c(OC)cccc2OC)cc1,4.2%,-5.1%,6.9%,11.1%,2.8%,
O=C(c1ccc(N2C(=O)C3C4c5ccccc5C(c5ccccc54)C3C2=O)cc1)N1CCOCC1 (configuration not stated),-6.1%,0.9%,0.1%,-4.9%,-0.3%,
COc1cccc(NC(=O)C(=O)c2cn(CC(=O)N3CCCC3)c3ccccc23)c1,1.5%,-4.1%,13.2%,4.5%,47.8%,
S=C(NCCc1ccccc1)N/N=C/c1cccs1,u,6.5%,2.5%,x,75.6%,
C(=N\N1CCN(Cc2ccccc2)CC1)/c1ccc(-c2ccccc2)cc1,11.4%,5.3%,0.4%,-15.5%,x,
Cn1nnnc1Sc1ncnc2scc(-c3ccc(Br)cc3)c12,u,x,2.9%,14.5%,u,
COc1ccc2cc(C(=O)/C=C/c3cc(OC)c(O)c(OC)c3)ccc2c1,36.1%,-5.7%,u,16.1%,2.7%,
Cc1ccc(Nc2nnc(C)c(=O)[nH]2)cc1,-7.4%,-1.2%,2.5%,0.6%,-4.9%,
CC(C)Oc1ccc(OCCSc2nc3ccccc3n2CC(=O)O)cc1,4.9%,-1.4%,0.4%,1.8%,10.8%,
Cc1cc(C)n(C(=O)c2ccc(Cn3nc(C)c(Br)c3C)o2)n1,-8.6%,9.8%,i,4.9%,-8.2%,
COc1cc(C(=O)Nc2ccccc2SCc2cc(=O)n3nc(C)sc3n2)cc(OC)c1OC,-9.8%,-10.0%,4.9%,4.7%,3.8%,
CCCCn1c(N)c(N(CC(C)C)C(=O)c2cccc(S(=O)(=O)N3CC(C)OC(C)C3)c2)c(=O)[nH]c1=O (configuration not stated),0.4%,-5.0%,8.6%,-5.2%,-9.6%,
COC(=O)C1C(=O)CC(C)(O)C(C(=O)OC)C1/C=C/c1ccccc1 (configuration not stated),-11.5%,-9.0%,0.9%,-17.3%,-13.5%,
O=C(CCc1nnc2n(Cc3ccccc3Cl)c(=O)c3ccccc3n12)NCCCN1CCOCC1,6.2%,3.7%,0.2%,7.8%,11.8%,
COCCNC(=O)CN1C(=O)C(C)N=C(c2ccccc2)c2cc(Cl)ccc21 (configuration not stated),5.2%,0.7%,0.6%,6.8%,4.1%,
COc1ccc(S(=O)(=O)N2CCCCC2)cc1NC(=O)Cc1c[nH]c2ccccc12,-7.3%,-7.7%,6.9%,5.5%,35.8%,
O=[N+]([O-])c1cc(C(F)(F)F)ccc1N1CCCC(O)C1 (configuration not stated),8.2%,-1.8%,0.2%,0.2%,10.7%,
O=C(COc1ccc(Cl)cc1Cl)NCCCn1ccnc1,-3.1%,4.3%,2.1%,-6.0%,33.9%,
Cc1nn(-c2ccccc2)c(C)c1/C=C/C(=O)OCC(=O)Nc1ncc(Cl)cc1Cl,-0.4%,-4.3%,1.7%,-0.7%,5.1%,
Cc1ccc(CCNC(=O)C2CCCN(S(=O)(=O)c3c(C)noc3/C=C/N(C)C)C2)cc1 (configuration not stated),-6.3%,-4.6%,3.4%,8.8%,33.9%,VEEV TC-83 Vero 10K pilot screen=0.9
O=C(CN(Cc1ccco1)C(=O)c1ccccc1)Nc1ccc(Cl)c(Cl)c1,7.5%,-2.4%,3.8%,-9.7%,25.8%,
O=C1CCC(=O)N1CC(=O)N1c2ccccc2Sc2ccccc21,-1.9%,-4.0%,0.5%,-9.4%,-6.3%,
CCOc1ccc(N2CC(C(=O)Nc3ccc(S(=O)(=O)N4CCCCC4)cc3)CC2=O)cc1 (configuration not stated),29.1%,2.7%,4.1%,-4.8%,-0.4%,
COc1cccc(/C=N/n2c(SC)nnc2-c2ccccc2)c1O,6.2%,-5.4%,8.3%,-7.2%,4.0%,
COC(=O)c1ccc(N2C(=O)CC(N(C)CCc3ccc(OC)c(OC)c3)C2=O)cc1 (configuration not stated),-7.2%,5.4%,2.3%,0.4%,x,
CCc1nnc(NC(=O)C2CCN(S(=O)(=O)Cc3ccccc3)CC2)s1,1.0%,-28.2%,0.4%,-0.4%,34.2%,
COc1ccc(-c2csc(Nc3ccccc3)[n+]2Cc2ccccc2)cc1,1.9%,-13.5%,2.7%,-7.6%,-4.6%,
COc1ccc(CCNC(=O)C(=O)NCc2ccc(C)cc2)cc1OC,-0.4%,-2.9%,0.8%,17.6%,-0.1%,
CCC(CC)COC(=O)C1=C(C)NC(=O)NC1c1ccc([N+](=O)[O-])cc1 (configuration not stated),-16.6%,-4.6%,1.8%,2.1%,22.8%,
COc1ccccc1N1CCN(C(CNC(=O)c2ccc3c(c2)OCO3)c2cccnc2)CC1 (configuration not stated),-3.8%,4.6%,i,7.3%,8.3%,
CC1Cc2ccccc2N1C(=O)CSc1nnc(-c2ccc(S(=O)(=O)N3CCCC3)cc2)n1C (configuration not stated),-6.2%,6.2%,10.2%,-12.6%,38.8%,
CCCOC(=O)C1C2C=C[C@]3(CN(CCc4ccccc4)C(=O)[C@H]13)O2 (some centres not stated),1.0%,0.4%,0.1%,1.2%,9.3%,
COc1cccc(C(=O)O/N=C(\C)c2cnccn2)c1,7.6%,22.1%,0.2%,8.3%,20.5%,
O=C(Nc1ccc(C(=O)N2CCCCC2)cc1)c1cccs1,-3.8%,17.2%,i,-6.9%,-3.6%,
O=C1c2ccncc2C(=O)N1Cc1cccc(Cl)c1,-2.1%,6.1%,i,-3.5%,0.7%,
NC(=O)CSc1nnc(-c2ccccc2)c(-c2ccccc2)n1,-7.0%,-4.4%,0.1%,-8.7%,-11.0%,
CCC(C)c1ccc(NC(=S)NC(C)C2CCCO2)cc1 (configuration not stated),0.5%,9.6%,7.3%,-13.7%,u,
O=C(c1ccccc1)c1nc[nH]c1C(=O)Nc1ccccc1,4.1%,-10.9%,7.2%,-1.0%,i,
CCOC(=O)c1c(C)[nH]c(C(=O)COC(=O)c2ccccn2)c1C,-30.4%,-1.1%,i,2.2%,62.4%,
CCN(CC)S(=O)(=O)c1cccc(-c2n[nH]c(=S)n2/N=C/c2ccc(OC(F)F)cc2)c1,5.4%,-9.3%,5.0%,10.6%,-30.2%,
CCOc1ccc(CCNC(=O)c2cc3c(s2)CS(=O)(=O)C3)cc1OCC,-4.1%,-1.1%,1.5%,9.1%,7.7%,
COc1ccc(N2CCN(C(=O)CN(C)S(=O)(=O)c3cccs3)CC2)cc1,-9.6%,-2.2%,2.5%,-0.9%,7.9%,
COc1cccc(NC(=O)CC2C(=O)NC3CCCCC3N2C(=O)c2ccc(F)cc2)c1 (configuration not stated),7.7%,-10.7%,0.6%,-2.1%,-1.6%,
COc1cccc(CNc2cnc3ccccc3c2)c1O,u,-6.4%,0.1%,-5.2%,58.1%,
O=C(N/N=C/c1ccc(-c2ccc(Cl)c(C(=O)O)c2)o1)c1cc2c(ccc3ccccc32)o1,2.1%,2.3%,1.3%,12.0%,71.7%,
CCOC(=O)N/N=C/c1ccc(F)cc1F,6.9%,-6.9%,1.2%,-7.4%,6.2%,
Cc1[nH]nc2c1C(c1cc(Br)cs1)C(C#N)=C(N)O2 (configuration not stated),-3.8%,16.4%,u,-1.6%,-14.9%,
Cc1nn(C(C)C(=O)NC2C(=O)N3C(C(=O)O)=C(CSc4nnnn4C)CSC23)cc1Cl (configuration not stated),-1.0%,2.7%,i,-7.8%,-15.1%,
NC(=O)SC/C(=N\S(=O)(=O)c1ccccc1)Nc1ccccc1,6.9%,4.6%,0.6%,-0.7%,-3.6%,
CCc1ccc(NC(=O)CCc2ccc(CC)o2)cc1,u,-5.7%,0.3%,18.0%,u,
Cc1ccc(NC(=O)/C(=C/c2cccc([N+](=O)[O-])c2)NC(=O)C2CCCCC2)c(C)c1,8.2%,1.7%,1.2%,1.4%,-3.5%,
C[C@H]1C=CC(=O)O[C@H]1c1ccccc1,6.9%,6.6%,1.6%,9.8%,23.0%,
O=C(O)CCCC(=O)OCCc1cc2ccccc2c(=O)o1,-1.4%,x,0.7%,2.2%,27.0%,
O=C(Nc1cccc(NC(=O)C2CCCO2)c1)C1CCCO1 (configuration not stated),-10.5%,-3.1%,i,6.2%,-8.2%,

# Grouped by structure, those above containing a cyano group
SMILES,M. tuberculosis HTS,Salmonella PhoP GFP,VEEV TC-83 Vero,H1N1 NS1A inhibition,tuberculosis growth,others
N#C/C(=C/c1ccc(N2CCOCC2)o1)c1ccc(Cl)cc1,u,11.2%,3.3%,10.5%,33.8%,
Cc1[nH]nc2c1C(c1cc(Br)cs1)C(C#N)=C(N)O2 (configuration not stated),-3.8%,16.4%,u,-1.6%,-14.9%,

# Further entries
SMILES,M. tuberculosis HTS,Salmonella PhoP GFP,VEEV TC-83 Vero,H1N1 NS1A inhibition,tuberculosis growth,others
CC1CC(=O)NC(=O)N1Cc1ccccc1 (configuration not stated),x,x,0.2%,-21.0%,x,
O=C(CN1C(=O)C2C3C=CC(C3)C2C1=O)Nc1cccc2c1CCCC2 (configuration not stated),2.6%,-8.7%,0.4%,-6.0%,-0.5%,
CCOC(=O)c1cccc(S(=O)(=O)N2CCOCC2)c1,-1.1%,-8.9%,i,5.4%,-4.8%,
CCOC(=O)C1C(c2cccs2)NC(=O)NC1(O)C(F)(F)F (configuration not stated),-7.3%,-7.2%,0.7%,0.8%,-4.8%,
CC(C)C(=O)Nc1nnc(Sc2ccc(N(C)C)cc2)s1,-6.7%,-4.3%,3.9%,-7.0%,-1.4%,
Cc1ccccc1CNS(=O)(=O)c1ccc2c(c1)C(C)(C)C(=O)N2C,-0.6%,7.5%,3.5%,-3.0%,3.4%,
COc1cccc(CN2CCN(C(=O)Cc3ccccc3OC)CC2)c1,-4.8%,3.7%,0.2%,1.5%,6.4%,

# Compounds listed so far that contain an aryl thioether with sulfur outside any ring (8):
SMILES,M. tuberculosis HTS,Salmonella PhoP GFP,VEEV TC-83 Vero,H1N1 NS1A inhibition,tuberculosis growth,others
Cn1nnnc1Sc1ncnc2scc(-c3ccc(Br)cc3)c12,u,x,2.9%,14.5%,u,
CC(C)Oc1ccc(OCCSc2nc3ccccc3n2CC(=O)O)cc1,4.9%,-1.4%,0.4%,1.8%,10.8%,
COc1cc(C(=O)Nc2ccccc2SCc2cc(=O)n3nc(C)sc3n2)cc(OC)c1OC,-9.8%,-10.0%,4.9%,4.7%,3.8%,
COc1cccc(/C=N/n2c(SC)nnc2-c2ccccc2)c1O,6.2%,-5.4%,8.3%,-7.2%,4.0%,
CC1Cc2ccccc2N1C(=O)CSc1nnc(-c2ccc(S(=O)(=O)N3CCCC3)cc2)n1C (configuration not stated),-6.2%,6.2%,10.2%,-12.6%,38.8%,
NC(=O)CSc1nnc(-c2ccccc2)c(-c2ccccc2)n1,-7.0%,-4.4%,0.1%,-8.7%,-11.0%,
Cc1nn(C(C)C(=O)NC2C(=O)N3C(C(=O)O)=C(CSc4nnnn4C)CSC23)cc1Cl (configuration not stated),-1.0%,2.7%,i,-7.8%,-15.1%,
CC(C)C(=O)Nc1nnc(Sc2ccc(N(C)C)cc2)s1,-6.7%,-4.3%,3.9%,-7.0%,-1.4%,
